12-LOX inh – Primary qHTS assay for inhibitors of human arachidonate 12S-lipoxygenase (ALOX12): Round 2; Polyunsaturated fatty acid lipoxygenase ALOX12 (Homo sapiens), P18054; purified 12hLO, xylenol orange hydroperoxide absorbance; Potency, µM (doses to about 108 µM), for inactives: top-dose activity change, negative = inhibition, actives largely listed as inhibitors; actives 1.1% (n = 580,000); active means well fitted inhibition curve with a large enough effect; inconclusive means small, poorly fitted or top-dose-only effect, or another doubt; inactive means no such curve, though single readings can be large or run the other way
Target sequence (P18054 whole entry, looked up): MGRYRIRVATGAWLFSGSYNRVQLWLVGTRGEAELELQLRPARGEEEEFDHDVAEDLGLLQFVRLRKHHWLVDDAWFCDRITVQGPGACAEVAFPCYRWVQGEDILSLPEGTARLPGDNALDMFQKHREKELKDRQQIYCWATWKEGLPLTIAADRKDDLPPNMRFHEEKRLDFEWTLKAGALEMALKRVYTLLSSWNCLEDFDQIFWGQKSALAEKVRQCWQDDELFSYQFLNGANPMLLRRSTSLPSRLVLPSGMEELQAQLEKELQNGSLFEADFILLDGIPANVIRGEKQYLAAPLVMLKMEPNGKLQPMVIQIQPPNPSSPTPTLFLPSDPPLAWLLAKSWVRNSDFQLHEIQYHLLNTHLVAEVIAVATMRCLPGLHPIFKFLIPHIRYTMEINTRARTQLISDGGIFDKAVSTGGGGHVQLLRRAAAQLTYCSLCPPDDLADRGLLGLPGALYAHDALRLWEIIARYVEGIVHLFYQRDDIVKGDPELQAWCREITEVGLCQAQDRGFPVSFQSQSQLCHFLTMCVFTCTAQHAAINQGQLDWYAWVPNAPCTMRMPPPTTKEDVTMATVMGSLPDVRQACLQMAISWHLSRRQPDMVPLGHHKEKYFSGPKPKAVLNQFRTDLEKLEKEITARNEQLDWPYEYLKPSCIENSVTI
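Purified human 12hLO at 150 nM in 25 mM Hepes, 0.01% Triton X-100, pH 7.0, preincubated 15 min at room temperature with compound. Reaction started with 40 uM arachidonic acid, 30 min at room temperature. Hydroperoxide measured by Fe-xylenol orange, 573/405 nm absorbance ratio.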
Numbers without * were called inactive; ? = inconclusive; & = joins results of further samples; [ ] = another dose, or the depositor's remark. On the % scale 0 is the no-effect control and ±100 the full control effect; potency means the concentration at half of the fitted maximal effect.

SMILES | 12-LOX inh
Cc1ccc(C2Cn3nnc(C(=O)N4CCC(C(=O)NCC(C)c5ccccc5)CC4)c3CO2)cc1 (stereo not given) | -6%
Cc1ccc2c(c1)N1C(=O)OC[C@@H]1CCN(Cc1ccccc1)C2 | 14%[176 µM]
COCCOc1ccc2c(n1)CCN(C(=O)C1(c3ccc(OC)cc3)CC1)C2 | 50%[activator]
COc1ccc(-c2noc(-c3nc(Cc4cccc(F)c4)no3)n2)cc1OC | -3%
CCn1nc(C(=O)NCc2cc3ccccc3[nH]2)c2ccccc2c1=O | ?
O=C(NCCc1cccs1)Nc1ccc2nc([C@@H]3O[C@H](CO)[C@@H](O)[C@H]3O)[nH]c2c1 | 12%
CCCCCOc1ccc(/C=C2\CCc3ccccc3C2=O)cc1 | ?
COCCNC(=O)C1COC2(CCN(C(=O)c3ccc(OC)cc3)CC2)N1C(=O)c1ccccc1 (stereo not given) | 60%
CC(=O)Nc1ncc(C(=O)N2CC[C@](C)(O)[C@@H](O)C2)s1 | 55%[activator]
C#CCN(C)CC[C@@H]1CC[C@H](O)[C@@H](C(=O)NCCOC)O1 | -9%[176 µM]
CCOC(=O)C(=O)N(C)c1c(CC)nc2c(OCc3cccc(OC)c3)cccn12 | ?
COc1ccc(CCC(=O)N2CC(F)(F)C[C@H]2c2nc(C)no2)cc1 | 37%[activator]
CCONC(=O)NC(c1ccc(OC)cc1)C(C)C (stereo not given) | 18%
O=C(CCC[C@H]1NC[C@@H]2C[C@H]1CN(Cc1ccccc1)C2)Nc1ccc2c(c1)OCCO2 | -2%
Cc1ccc(CNCCN2CCCC2)cc1 | ?
O=C(Cn1ccn2nc(-c3ccc(F)cc3)c(CO)c2c1=O)Nc1ccc(Br)cc1 | -9%
Cc1nn(C)c2nc(-c3ccccn3)nc(NCC(c3ccco3)N(C)C)c12 (stereo not given) | 48%[activator]
COC(=O)c1ccc(CNC(=O)c2cccc(I)c2)cc1 | 28%
CN(c1ccccc1)c1ccc2ncn(C3CC3)c(=O)c2n1 | 8%[176 µM]
CC(C)n1c(C2CCN(C(=O)COc3ccc(F)cc3)CC2)nn(C)c1=O | 4%
CCn1c(C)cc(C(=O)CSc2nnc(CN(c3ccccc3)S(C)(=O)=O)n2C)c1C | 21%
CC1CCN(Cc2oc(CO)cc(=O)c2O)CC1 | ?
CCN1CCN(CCNC(=O)C2CCCN(c3nc4cccnc4s3)C2)CC1 (stereo not given) | 1%
Cc1ccccc1S(=O)(=O)NC(=O)C1(C)CCN1C(=O)C(C)(C)c1ccccc1 (stereo not given) | -2%
Cc1ccc(O[C@H]2CCOC[C@H]2NC(=O)C2(Cn3ccnc3)CC2)cn1 | -3%

Rewritten as a markdown table: 15 of the compounds above.
| SMILES | 12-LOX inh |
| --- | --- |
| CCOC(=O)C(=O)N(C)c1c(CC)nc2c(OCc3cccc(OC)c3)cccn12 | ? |
| COc1ccc(CCC(=O)N2CC(F)(F)C[C@H]2c2nc(C)no2)cc1 | 37%[activator] |
| CCONC(=O)NC(c1ccc(OC)cc1)C(C)C (stereo not given) | 18% |
| O=C(CCC[C@H]1NC[C@@H]2C[C@H]1CN(Cc1ccccc1)C2)Nc1ccc2c(c1)OCCO2 | -2% |
| Cc1ccc(CNCCN2CCCC2)cc1 | ? |
| O=C(Cn1ccn2nc(-c3ccc(F)cc3)c(CO)c2c1=O)Nc1ccc(Br)cc1 | -9% |
| Cc1nn(C)c2nc(-c3ccccn3)nc(NCC(c3ccco3)N(C)C)c12 (stereo not given) | 48%[activator] |
| COC(=O)c1ccc(CNC(=O)c2cccc(I)c2)cc1 | 28% |
| CN(c1ccccc1)c1ccc2ncn(C3CC3)c(=O)c2n1 | 8%[176 µM] |
| CC(C)n1c(C2CCN(C(=O)COc3ccc(F)cc3)CC2)nn(C)c1=O | 4% |
| CCn1c(C)cc(C(=O)CSc2nnc(CN(c3ccccc3)S(C)(=O)=O)n2C)c1C | 21% |
| CC1CCN(Cc2oc(CO)cc(=O)c2O)CC1 | ? |
| CCN1CCN(CCNC(=O)C2CCCN(c3nc4cccnc4s3)C2)CC1 (stereo not given) | 1% |
| Cc1ccccc1S(=O)(=O)NC(=O)C1(C)CCN1C(=O)C(C)(C)c1ccccc1 (stereo not given) | -2% |
| Cc1ccc(O[C@H]2CCOC[C@H]2NC(=O)C2(Cn3ccnc3)CC2)cn1 | -3% |

The listing continues:
SMILES | 12-LOX inh
c1ccc(Oc2ncnc3c2cnn3-c2ccccc2)cc1 | 22%
CC(C)N(CCNC(=O)c1n[nH]c(=O)c2ccccc12)C(C)C | 0%
COc1ccccc1-c1cc2c(ccn2C)c(C(=O)NCCc2ccccn2)n1 | 55%[activator][176 µM]
O=C(CCC1CCN(C(=O)c2ccccc2)CC1)NCCN1CCCCC1 | 31%
Cc1cccc(NC(=O)COC(=O)c2ccc3ccccc3n2)c1C | ?
COc1ccc2[nH]c3c(c2c1)CCN(C)C31CCN(C(=O)c2ccncc2)CC1 | 27%
CCOc1ccc(Oc2coc3cc(O)ccc3c2=O)cc1 | -27%
CC1(C)C(=O)N(Cc2ccccc2)[C@H]2CN(CC3CCOCC3)C[C@H]2[S+]1(=O)[O-] | -4%[176 µM]
CC(=O)Nc1ccc(OCc2cc(=O)n3ccsc3n2)cc1 | ?
Cc1ccncc1C(=O)N1C[C@@H](Oc2ccccc2)C[C@H]1C(=O)N1CCCC1 | 32%[activator]
Cc1cccc(S(=O)(=O)N2CCC(n3c(CC(C)C)nc4cccnc43)CC2)c1 | 4%
CCCCCCOc1ccc(CNCCCOCC)cc1 | ?
O=C(O)c1ccc(-c2cc3ccccc3oc2=O)cc1 | ?
COc1ccc(C(=O)N2CCC(N3C(=O)[C@H](OC)[C@@H]3c3ccncc3)CC2)cc1 | 9%
CN(C)Cc1nnc(C2CC(NC(=O)c3cc4ncccn4n3)C2)n1C (stereo not given) | 25%&61%
CC1CC1C(=O)NCCSCc1cccs1 (stereo not given) | 38%[activator]
COc1ccc(-c2cnc(C)o2)cc1S(=O)(=O)Nc1cccc(Br)c1 | -22%
CCCN(CC1CCOC1)C(=O)c1ccccc1Br (stereo not given) | 11%
O=C(Nc1cccc(F)c1)c1cccn2c(-c3ccc(F)cc3)nnc12 | ?
CCCCOc1ccc(CNC(=O)c2ncoc2-c2cccs2)cc1 | 35%
Cc1ncsc1C(=O)N(Cc1ccccc1)C1CC1 | 9%
O=C(NCc1nnnn1-c1ccc(Cl)cc1)c1ccc([N+](=O)[O-])o1 | -14%
O=C(NC[C@H]1Cn2c(-c3ccc(Cl)cc3)cnc2CO1)C1CCCC1 | 58%[activator][176 µM]
CC(C)CCn1c(C2CC(=O)N(Cc3ccc(F)cc3)C2)nc2ccccc21 (stereo not given) | 6%
Cn1cccc1CN1CCC2(CC1)Cc1ccccc1NC2=O | 4%[176 µM]

More entries follow.
SMILES | 12-LOX inh
Cc1ccc(-c2noc([C@@H]3C[C@H](NS(=O)(=O)c4ccc(F)cc4)CN3C)n2)cc1 | 1%[176 µM]
COc1ccc(C(=O)NC2CCN(c3cc(-c4ccc(Cl)cc4)[nH]n3)C2)cn1 (stereo not given) | 7%
Cc1ccc(CN(C(=O)c2ccco2)c2ccc(CC(=O)NCc3ccccc3)cc2)cc1 | ?
CCCNC(=O)Cc1ccc(N(Cc2cccc(F)c2)C(=O)c2ccco2)cc1 | 12%
CCc1nc2c(OCC(=O)C(C)(C)C)cccn2c1N(C)C(=O)C1CC1 | -1%
CC(C)NC(=O)c1cc(-c2cccc(OC(C)C)c2)nc2ccccc12 | 4%
CCOc1ccc(N2C(=O)c3ccccc3NC23CCCCC3)cc1 | 9%
CC#CC[N+](C)(CC#CC)Cc1ccccc1 | -10%
O=C(Cn1nc2c(cc1=O)CCCCC2)Nc1cccc(N2CCCCS2(=O)=O)c1 | 5%
CCc1nc2c(c(-c3ccc(OC)cc3)n1)CCN(Cc1ccc(C#N)cc1)CC2 | 12%[6.33 µM]
O=C(CCCOc1ccccc1)OCC(=O)c1ccc2c(c1)OCO2 | -2%
COc1ccc(C(=O)N2CCOC(Cc3cccc(C(F)(F)F)c3)C2)o1 (stereo not given) | 13%
CC1=C[C@@H](CNCc2ccc(F)cc2)[C@H](C(C)C)C[C@H]1Cc1nnc(C)o1 | 22%[176 µM]
CCCC(=O)Nc1ccc(C(C)CC)cc1 (stereo not given) | 4%
c1nnc(CC2CCNCC2)n1CC1CC1 | -15%
Cc1cc(C(=O)NCc2ccccn2)sc1C | -4%
Cc1nnc(NC(=O)c2ccc3c(ccn3C)c2)s1 | 0%
CC(C)c1ccc(CN2C[C@@H]3C(=O)N(CCc4ccccc4)C(=O)[C@@H]3C2)cc1 | 39%[activator]
COc1cc(/C=C/C(N)=O)cc(OC)c1OC | 10%
Cc1nn(-c2ccccc2)nc1C(=O)N[C@H](C)c1onc(-c2ccc(F)cc2)c1C(=O)O | -26%
COCCNc1nc2c([S+](=O)([O-])c3ccc(Br)cc3)nnn2c2ccccc12 | 4%[6.33 µM]
COc1ccc(CN2CCN(CC(=O)Nc3ccccc3C(=O)NC3CCCC3)CC2)cc1 | 7%
CCCc1cc(=O)n2nc(N(C)CC(=O)Nc3cc(Cl)ccc3C)sc2n1 | -11%
COC(=O)c1ccc(CNC(=O)c2cc(-c3ccc(C)cc3)nc3ccccc23)cc1 | ?
CSc1ccc(/C=N/N=C(c2ccccc2)c2ccccc2)cc1 | -29%

Next section.
SMILES | 12-LOX inh
COCCN1C(=O)c2cccn2CC1CNC(=O)c1cc(C)nn1C (stereo not given) | 28%
COC(=O)c1ccc(CN2C(=O)[C@@H]3C[C@@H](O)CN3C3(CN(CC(C)(C)C)C3)C2=O)cc1 | 17%[176 µM]
CCC(C)c1ccc(Nc2nc(-c3ccc(S(=O)(=O)N4CCCC4)cc3)cs2)cc1 (stereo not given) | 0%
CCCNc1c(NS(=O)(=O)c2ccccc2Cl)c(=O)oc2ccccc12 | 2%
CN1C[C@H](O)C[C@H]1c1nnc2n1CCN(C(=O)c1cccs1)CC2 | 0%
COc1cc(C2C3=C(CCCC3=O)OC3=C2C(=O)CCC3)ccc1OCc1ccc(C(=O)O)cc1 | ?
Cc1nc([C@@H]2CN(C(=O)c3cc(C4CC4)[nH]n3)C[C@H]2C(N)=O)n[nH]1 | 21%
O=C(NCCCN1CCCCCC1)C1CCC1 | -3%
CSc1ccc(CCNC(=O)C(CCS(C)(=O)=O)N2Cc3ccccc3C2=O)cc1 (stereo not given) | 36%[activator]
Cc1nn(Cc2ccccc2Cl)c(C)c1CN(C)CC(O)COc1ccc(Cl)cc1 (stereo not given) | -29%[57.4 µM]
CC(Sc1nnc(-c2c[nH]c3ccccc23)o1)C(=O)NC(=O)NC1CCCCC1 (stereo not given) | ?
Cc1cccc(-n2nnnc2C2(Nc3ccccc3C)CCCCC2)c1 | -4%
CC(C)OCCCNc1nc2c(c(=O)n(C)c(=O)n2C)n1Cc1ccc(Br)cc1 | 15%
CCn1c(SC(C(=O)N2CCOCC2)c2ccccc2)nnc1-c1ccccc1OC (stereo not given) | -3%
CCOC(=O)C1(C)CCN1C(=O)c1oc2ccccc2c1C (stereo not given) | -3%
COc1ccc(S(=O)(=O)N2CCN(c3cc(N4CCCC4)nc(C)n3)CC2)cc1OC | 6%
CCOC(=O)c1ccc(NC(=O)C2CC(=O)Nc3ncnn32)cc1 (stereo not given) | -25%
CC(C)C[C@H]1CNC(=O)C(=O)N1C[C@@H]1CCCN1C[C@H](Cc1ccccc1)N1C[C@H](Cc2ccccc2)N(CC2CCCCC2)C(=O)C1=O | ?
Cn1cc(CCCNC(=O)C2CC(=O)N(C3CC3)C2)cn1 (stereo not given) | 2%
O=C(Cc1cccs1)N/N=C/c1cccc2ccccc12 | 14%
CCc1nc2ccc(C(=O)NCCC(C)C)cn2c1N(C)Cc1nccs1 | ?
CCNc1c(NS(=O)(=O)c2ccc(C)cc2)c(=O)oc2ccccc12 | -18%
COc1ccc(CN2C(=O)COC[C@H]2C(=O)NCCc2c[nH]c3ccccc23)c(OC)c1 | 20%
O=C(c1ccc(Cl)cc1)N1CCn2c(nn(-c3ccc(Cl)cc3)c2=O)C1 | ?
COC1C(=O)N(C2CCN(S(=O)(=O)c3c(C)noc3C)CC2)C12CCOCC2 (stereo not given) | 43%[activator]

Later entries
SMILES | 12-LOX inh
Cc1nc2nc(N(Cc3ccc(Cl)cc3)C(=O)c3ccco3)[nH]n2c(=O)c1Cc1ccccc1 | ?
CC(c1ccon1)N(C)C(=O)c1ccc(OC2CCN(S(=O)(=O)N(C)C)CC2)cc1 (stereo not given) | 6%
Cc1cccc(C(=O)N2CCC3(CC2)CC(CC(=O)N2CCOCC2)CCO3)c1 (stereo not given) | 6%
O=S(=O)(c1ccc(F)c(F)c1)N1CCN(Cc2ccc3c(c2)CCO3)CC1 | -5%
CN1C(=O)Cc2cc(C(=O)NC3CCCCCC3)ccc21 | 39%[activator]
CC(C)(C)n1nnnc1C(c1ccccc1)N1CCN(c2ccccn2)CC1 (stereo not given) | 3%
CNc1cncc(-c2cc(OC)c(OC)c(OC)c2)n1 | -13%
O=C(O)c1cccc(-c2cccc(O)c2)c1 | 12%[12.5 µM]
CN(CC(=O)NC(=O)NC1CCCC1)c1ccccc1 | -7%
CN1C(=O)c2cccn2CC1C(=O)NC1CCCC1 (stereo not given) | ?
O=C(N/N=C/c1ccc([N+](=O)[O-])o1)c1ccc(NC(=O)C2CCCCC2)cc1 | -5%
COc1ccccc1NS(=O)(=O)c1ccc2oc(SC(C)C(=O)N3CCCC3)nc2c1 (stereo not given) | 19%
Cn1ccnc1CNC(=O)C[C@@H]1C[C@H]2O[C@H](CNCc3ccncc3F)[C@@H](O)[C@H]2O1 | 21%[176 µM]
COc1cc(CCN=Cc2cccc(OC)c2O)c([N+](=O)[O-])cc1OC | -13%
CS(=O)(=O)c1ccc(F)c(NCc2ccccc2Cl)c1 | 12%
Cc1ccc(NC(=O)N2CCN(c3cccc(Cl)c3)CC2)cc1C | ?
CCOC(=O)C1CN(C(=O)OCC)CC1=NNC(N)=O (stereo not given) | -5%

Not all compounds are listed; the hit share may differ from the screen's.
